# Assay outcomes: PubChem, National Center for Advancing Translational Sciences (NCATS)
# Pf growth 48h: P. falciparum growth inhibition at 48 hours (one generation). P. falciparum luciferase growth in erythrocytes, 48 h. Potency, µM (highest dose often 28.7 µM), for inactives: at the top dose activity change, negative = inhibition, actives largely listed as inhibitors. actives 5.9% (n = 310,000); also: potency is read from the fitted curve at half-maximal effect; % is scaled to controls: 0 for no effect and ±100 for the full control effect
#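 Luminescence readout; reporter = integrated firefly luciferase in P. falciparum. RBC culture at 2% hematocrit, 0.1% parasitemia final, 37 C/5% CO2; decreased signal taken as growth inhibition.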
# Tb PYK inh: inhibitors of Trypanosoma brucei pyruvate kinase. Q57TT1. TbPYK enzyme, Kinase-Glo Plus ATP luminescence, 45 min. Potency, µM (doses to about 76.8 µM), for the others: top-dose activity, negative = inhibition, usual class: inhibitors. actives 0.12% (n = 410,000). AID 624173; also: potency is read from the fitted curve at half-maximal effect; % is scaled to controls: 0 for no effect and ±100 for the full control effect; nearly all actives have a fitted effect of over 50% in size
#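 TbPYK + substrate in 50 mM TEA pH 7.2, 100 mM KCl, 10 mM MgCl2, 0.05% BSA, 0.01% Tween-20; cpd pinned; ADP 130 uM final; 45 min RT; Kinase-Glo Plus 10 min; luminescence endpoint.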
# Pf growth 96h: inhibits malaria parasite growth, 96 h; P. falciparum luciferase reporter growth, 96 h; Potency, µM (doses to about 28.7 µM), without a hit: at the top dose activity change, negative = inhibition, hits mostly inhibitors; actives 6.9% (n = 320,000); AID 504834; also: potency is read from the fitted curve at half-maximal effect; % is scaled to controls: 0 for no effect and ±100 for the full control effect
#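 Two-generation exposure (96 h) targets delayed-death phenotype. Reporter parasites carrying integrated firefly luciferase, in red cells at 2% hematocrit and 0.05% parasitemia final, kept at 37 C, 5% CO2; luminescence loss indicates inhibition.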
# AmpC no deterg: AmpC beta-lactamase inhibition without detergent; Potency, µM (top dose mostly 57.1 µM), inactives show top-dose activity change, negative = inhibition, most hits filed as inhibitors; actives 0.52% (n = 330,000); AID 485341; P00811; AmpC nitrocefin hydrolysis, absorbance 480 nm, 0.0001% Triton;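 also: potency is read from the fitted curve at half-maximal effect; plate controls were no compound for no effect and no enzyme for full effect; nearly all actives have a fitted effect of over 20% in size; some results filed as inactive show a strong effect at the top dose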
# Target sequence (P00811 whole entry, looked up): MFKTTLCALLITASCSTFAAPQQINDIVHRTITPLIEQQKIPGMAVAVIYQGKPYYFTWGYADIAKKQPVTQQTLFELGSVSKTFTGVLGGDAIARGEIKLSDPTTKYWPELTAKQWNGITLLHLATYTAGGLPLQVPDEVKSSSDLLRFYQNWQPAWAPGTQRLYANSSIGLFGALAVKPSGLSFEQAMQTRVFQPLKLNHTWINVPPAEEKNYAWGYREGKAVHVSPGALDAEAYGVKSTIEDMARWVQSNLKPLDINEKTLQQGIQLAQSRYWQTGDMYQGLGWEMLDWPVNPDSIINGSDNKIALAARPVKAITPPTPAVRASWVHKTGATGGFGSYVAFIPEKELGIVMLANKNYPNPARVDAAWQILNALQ
#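 AmpC (5.3 nM in the dispensed reagent) in 20 mM phosphate pH 7.0 with 0.01% (detergent screen) or 0.0001% Triton X-100 was preincubated with compounds for 15 min at room temperature. Nitrocefin was then added from an 800 uM solution, and hydrolysis was followed at 480 nm.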
# Cycloheximide cs: affects cycloheximide protein synthesis inhibition readout, counter-screen; cell reporter, cycloheximide protein synthesis inhibition counterscreen; max response, %; actives 12% (n = 300,000); AID 2314; in the data active = max response mostly above about 13%, no sharp cut-off; inactive = mostly below about 14%; also: read at 38.3 µM for the half of the compounds with a filed dose; 0% is about no effect
# LmPK inhibitor: blocks Leishmania mexicana pyruvate kinase activity. Q27686. Potency, µM (series often up to 57.5 µM), for inactives: top-dose activity change, negative = inhibition, usual class: inhibitors. purified LmPK, Kinase-Glo ATP luminescence, 1 h. actives 0.37% (n = 290,000); also: potency is read from the fitted curve at half-maximal effect; % is scaled to controls: 0 for no effect and ±100 for the full control effect
# Target sequence (Q27686 whole entry, looked up): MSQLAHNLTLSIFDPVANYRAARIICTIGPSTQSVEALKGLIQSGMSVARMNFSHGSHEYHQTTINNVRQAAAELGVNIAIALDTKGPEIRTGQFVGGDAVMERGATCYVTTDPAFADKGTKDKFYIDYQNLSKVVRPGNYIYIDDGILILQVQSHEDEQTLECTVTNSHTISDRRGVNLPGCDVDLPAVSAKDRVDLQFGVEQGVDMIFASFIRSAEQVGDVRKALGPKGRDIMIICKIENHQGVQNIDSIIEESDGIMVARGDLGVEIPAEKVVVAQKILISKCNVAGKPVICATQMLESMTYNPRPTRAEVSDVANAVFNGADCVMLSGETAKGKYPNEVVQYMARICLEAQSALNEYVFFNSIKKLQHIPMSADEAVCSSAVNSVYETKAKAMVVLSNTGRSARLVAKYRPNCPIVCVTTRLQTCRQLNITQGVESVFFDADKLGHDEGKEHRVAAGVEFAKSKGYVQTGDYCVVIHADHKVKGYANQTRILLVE
#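 Pyruvate kinase activity monitored as ATP production (luciferase luminescence). Conditions: 0.1 nM enzyme, 0.5 mM PEP, 0.1 mM ADP, 1 h, RT; normalized against uninhibited and no-enzyme wells.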
# Shiga inhibitor: Shiga toxin inhibition | Vero cells, Shiga toxin protein synthesis inhibition reporter | inhibition, % at 38.7 µM | actives 9.2% (n = 290,000) | AID 2315; in the data active = inhibition mostly above about 28%, no sharp cut-off; inactive = mostly below about 43%; also: 0% is about no effect
# Numbers without * were called inactive; i = inactive; u = inconclusive; x = no result given; & = joins results of further samples; [ ] = remark or other dose. Unless noted, calls follow the shape of the dose curve; as a rule, active = well fitted curve in the direction sought with a large enough effect; inconclusive = small, poorly fitted or top-dose-only effect, or another doubt; inactive = no such curve, though single readings can be large; an effect the other way counts as inactive or inconclusive.
SMILES,Pf growth 48h,Tb PYK inh,Pf growth 96h,AmpC no deterg,Cycloheximide cs,LmPK inhibitor,Shiga inhibitor
COCCn1c(SCC(=O)NC2CCCC2)nc2c(c1=O)SCC2,-4.6%,-1.7%,2.6%,8.6%,3.6,-9.9%,-35.4
O=C(CSc1nnc(-c2cccc(Cl)c2)o1)Nc1ccc2c(c1)OCCO2,i,-3.9%,x,-23.6%,15.5,-3.7%,36.1*
Fc1ccccc1OCCCCn1cncn1,-1.0%,-2.4%,39.4%[activator],2.5%,0.8,0.5%,17.0
CN(C(=O)C(Cl)Cl)C1CC2C=CC1C2 (stereo not drawn),2.7%,2.8%,10.5%,-12.0%,-0.5,-1.9%,26.2
CCN(CC)CC(=O)N1c2ccccc2CCc2ccc(NC(=O)c3cc(OC)c(OC)c(OC)c3)cc21,11.7µM*,-4.6%,9.28µM*,172.9%[activator],5.0,-3.1%,9.2
CCN(CC(=O)Nc1ccccc1C(F)(F)F)C(=O)CCc1ccccc1,20.6%,-3.5%,36.1%[activator],18.7%,-5.4,-6.1%,-3.1
O=S(=O)(NC1CCCCCCC1)c1ccccc1F,-6.0%,-2.2%,2.7%,-7.7%,-3.5,-3.8%,3.1
O=C(O)c1ccc(CSc2nc3ccc(N4C(=O)C5C6C=CC(C6)C5C4=O)cc3s2)cc1 (stereo not drawn),-8.2%,-6.3%,-24.1%,-21.9%,5.3,3.2%,-11.7
Cc1c(C(=O)NCC2COc3ccccc3O2)oc2ccc(S(=O)(=O)N(C)C3CCCCC3)cc12 (stereo not drawn),9.28µM*,6.9%,x,-22.0%,-3.9,7.0%,-11.0
Cc1cc(CSCc2ccc(Cl)cc2)no1,21.2%,7.0%,96.8%[activator],-8.4%,23.1*,-3.8%,24.1
CCOC(=O)N1CCC(NC(=O)C2CCC(CNS(=O)(=O)c3ccc(OC)cc3)CC2)CC1 (stereo not drawn),0.0%,2.8%,41.1%[activator],-2.3%,1.6,1.1%,-13.8
N#Cc1ccc(C(=O)CSc2nnc(-c3ccc(C(F)(F)F)cn3)s2)cc1,u,-5.9%,31.0%[activator],-42.3%,0.2,-0.6%,-9.8
Cc1noc2ncnc(Oc3cc(Cl)ccc3Cl)c12,u,1.7%,13.1µM*,-6.8%[2.29 µM],7.8,2.2%,2.6
COc1cc(C)c(CN2CCN(CC(=O)Nc3ccccc3C(=O)NC3CC3)CC2)cc1OC,u,-5.0%,u,12.1%,x,x,x
COc1ccc(C(CNC(=O)CCNC(=O)c2ccc(Br)cc2)N2CCOCC2)cc1 (stereo not drawn),u,5.1%,u,61.2%[activator],x,x,x
COCCn1ccc(O)c(Cc2ccccc2)c1=O,-1.1%,-0.5%,-4.1%,-5.3%,-1.6,-1.0%,-25.3
O=C(CNC(=O)c1ccc(S(=O)(=O)N2CCCC2)cc1)N/N=C/c1ccco1,2.8%,-4.2%,2.9%,-25.9%,-2.4,4.1%,-1.2
O=C(Nc1ccc([N+](=O)[O-])cc1)Nc1ccc2[nH]c(=O)[nH]c2c1,-18.0%,-9.4%,-2.1%,-57.2%,0.5,3.2%,-9.1
Cc1ccc(-c2[nH]ncc2C(=O)c2ccccc2C)c(O)c1,u,1.2%,u,-23.6%,13.0,3.9%,1.0
Nc1cc(-c2ccc(Br)cc2)nn1S(=O)(=O)c1ccccc1,u,-2.2%,u,u,-5.9,0.6%,-20.4

# Continued (6 carried over from the part before).
SMILES,Pf growth 48h,Tb PYK inh,Pf growth 96h,AmpC no deterg,Cycloheximide cs,LmPK inhibitor,Shiga inhibitor
COc1ccc(C(CNC(=O)CCNC(=O)c2ccc(Br)cc2)N2CCOCC2)cc1 (stereo not drawn),u,5.1%,u,61.2%[activator],x,x,x
COCCn1ccc(O)c(Cc2ccccc2)c1=O,-1.1%,-0.5%,-4.1%,-5.3%,-1.6,-1.0%,-25.3
O=C(CNC(=O)c1ccc(S(=O)(=O)N2CCCC2)cc1)N/N=C/c1ccco1,2.8%,-4.2%,2.9%,-25.9%,-2.4,4.1%,-1.2
O=C(Nc1ccc([N+](=O)[O-])cc1)Nc1ccc2[nH]c(=O)[nH]c2c1,-18.0%,-9.4%,-2.1%,-57.2%,0.5,3.2%,-9.1
Cc1ccc(-c2[nH]ncc2C(=O)c2ccccc2C)c(O)c1,u,1.2%,u,-23.6%,13.0,3.9%,1.0
Nc1cc(-c2ccc(Br)cc2)nn1S(=O)(=O)c1ccccc1,u,-2.2%,u,u,-5.9,0.6%,-20.4
COc1ccc2oc(C(=O)OCC(=O)NC(C)c3ccccc3)c(C)c2c1 (stereo not drawn),9.4%,6.2%,u,-19.5%,8.3,-3.4%,11.7
COc1ccc(CNC(=O)C2CCCN(S(=O)(=O)c3cccc4nsnc34)C2)cc1 (stereo not drawn),-8.3%,1.4%&3.5%,u,-13.9%,-3.3,1.4%,-6.5
C=CCn1c(SCC(=O)Nc2c(C)cccc2C)nnc1-c1ccncc1,7.0%,-2.3%,u,-16.7%,-4.7,4.6%,-20.7
CS(=O)(=O)c1cccc(NC(=O)c2ccc(Cl)c(Cl)c2)c1,-12.0%,-3.3%,u,-22.4%,17.5,0.0%,54.4*
CCOCc1nc(C)c(Cl)c(NS(=O)(=O)c2ccc(N)cc2)n1,13.5%,-19.2%,22.6%,-18.0%,-1.2,0.9%,1.4
CCOC(=O)C(/C=C(\C#N)C(=O)OCC)=C(/N)N1CCN(c2c(C)cccc2C)CC1,u,-2.9%,x,-0.7%,7.3,9.4%,-18.9
Cc1nn(C(=O)c2cc3sccc3[nH]2)c(C)c1C,78.9%[activator],0.4%,29.4%,u,42.8*,9.9%,92.0*
CN(C)c1ccc(C(C(=O)NC2CCCC2)N(C(=O)c2ccco2)C2CC2)cc1 (stereo not drawn),u,2.6%,0.0%,6.3%,-8.7,3.3%,3.3
CCOC(=O)C1=C(c2ccccc2)OC(N)=C(C#N)C1c1ccc(Cl)s1 (stereo not drawn),-41.3%,-0.1%,-18.2%,-23.3%,9.8,4.0%,21.3
O=C(CN1C(=O)C2C3C=CC(C3)C2C1=O)NCCC1=CCCCC1 (stereo not drawn),41.3%[activator],-3.3%,-9.2%,11.8%,22.2*,2.5%,31.7
CCn1ncc(CN2CCN(Cc3ccc(OC)c(C)c3C)C(CCO)C2)c1C (stereo not drawn),-8.8%,0.6%,u,65.4%[activator],-2.1,1.4%,-11.2
COc1ccc(-c2csc(N(CCCN(C)C)C(=O)c3cccs3)n2)cc1,u,-2.6%,u,43.1%,-1.6,-1.2%,25.6
CCN1CCN(C(=O)c2ccccc2N(Cc2ccccc2)S(=O)(=O)c2ccc(OC)cc2)CC1,u,-5.3%,u,151.4%[activator],-0.5,-1.3%,-9.3
CN(CCc1ccccc1)C1CCCN(C(=O)Cn2cccn2)C1 (stereo not drawn),11.9%,-8.1%,10.0%,-0.9%,1.7,-4.6%,-7.4
C/C(N)=C(/C#N)C(=O)CSc1n[nH]c(-c2ccccc2Br)n1,u,5.1%&8.7%,u,-33.9%,46.2*,-0.4%,65.7*
O=C(NCc1ccc(Cl)c(Cl)c1)c1ccco1,-9.9%,-9.1%,66.8%[activator],-18.7%,-1.6,1.7%,16.1
N#CCSc1nnc(COc2cccc3ccccc23)n1-c1cccc(Cl)c1,u,0.6%,312.1%[activator],80.3%[activator],13.4,2.1%,-8.6
NC(=O)COC(=O)c1ccc(-c2ccccc2)cc1,-2.5%,-8.6%,29.5%,-11.9%,17.4*,-5.0%,64.0*
O=c1ccc2cc(S(=O)(=O)N3CCN(c4cc(Cl)ccc4Cl)CC3)ccc2o1,x,2.9%,u,-12.8%,-1.6,-0.1%,-16.5
CCOc1ccc(OCC)c(NC(=O)Cn2cccc2)c1,x,-11.8%,6.9%,-9.3%,-4.1,2.0%,-10.4

# Limited to Tb PYK inh, for two of the compounds above:
compound	Tb PYK inh
Cc1ccc(-c2[nH]ncc2C(=O)c2ccccc2C)c(O)c1	1.2%
Nc1cc(-c2ccc(Br)cc2)nn1S(=O)(=O)c1ccccc1	-2.2%

# Other results.
SMILES,Pf growth 48h,Tb PYK inh,Pf growth 96h,AmpC no deterg,Cycloheximide cs,LmPK inhibitor,Shiga inhibitor
Cn1c(-c2ccc(F)cc2)cnc1SCC(=O)N1CCCc2ccccc21,-11.9%,3.0%,u,-9.8%,-1.9,4.7%,-3.1
COc1ccc(SCCCn2c(=O)c3c(ncn3C)n(C)c2=O)cc1,-10.1%,2.0%,u,64.1%[activator],-3.7,-5.3%,-6.3
CCNc1nc(NCC)nc(N(C)N)n1,u,-10.5%,u,-24.0%,-0.5,-5.6%,-5.1
Cc1ccc(C(=O)Nc2ccc(C(F)(F)F)n(C)c2=O)cc1,263.6%[activator],-0.3%,154.1%[activator],-7.1%,45.4*,6.7%,87.4*
S=C(Nc1cccnc1)Nc1ccccn1,-0.3%,-2.1%,-6.0%,-8.0%,-1.6,-2.8%,-1.6
S=c1[nH]nc(-c2cc(-c3ccccc3)n[nH]2)n1/N=C/c1ccc(Cl)c(Cl)c1,10.3%,u,29.7%,-28.4%,-1.8,3.4%,-5.5
CCC(c1nnc(SCC(=O)Nc2ccc(S(N)(=O)=O)cc2)n1Cc1ccccc1)N(C)C (stereo not drawn),-10.5%,-2.3%,5.2%,0.1%,1.4,5.3%,-5.0
Cc1ccccc1-n1nc2c(c1NC(=O)C(C)(C)C)CS(=O)(=O)C2,11.0%,-0.8%,3.4%,0.4%,0.7,-2.4%,-0.7
CCN(CC)CCOC(=O)C1(c2ccccc2)CCOCC1,26.3%,-1.0%,u,-9.1%,-11.4,7.1%,22.0
Cc1nnc(NC(=O)C(C)Sc2nncn2C)s1 (stereo not drawn),5.0%,-0.6%,2.6%,-0.6%,-0.6,-7.7%,-8.4
Cn1c(SCc2nc(-c3ccc(Cl)cc3)no2)nnc1-c1ccco1,x,-6.1%,267.7%[activator],34.2%,0.6,0.0%,-9.3
CCCN(CCO)Cc1cccc(Br)c1,-21.9%,17.3%,x,3.1%,-1.9,-6.4%,-10.6
